Bioassay records: PubChem, National Center for Advancing Translational Sciences (NCATS)
PI4K2A block – inhibitors of human PI4K2A; activity change, negative = inhibition, % at 76.9 µM; purified PI4K2A, ADP-Glo luminescence, 1 h; active compounds read low; AID 1346378; 420,000 compounds, 0.13% hits; in the data active = activity change below about -50%; inconclusive = mostly about -30% to -49%;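 also: -100% = wells without enzyme as full effect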
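ADP-Glo luminescence measured ADP generated by PI4K2A enzyme (4 ug/mL before mixing) with 1.2 mM PI substrate (pre-mix) and 300 microM ATP (pre-mix). Tris pH7.5 buffer with MgCl2, Triton X-100; 1 h reaction at ambient temperature.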
Pin1 inhibitor – blocks the human prolyl isomerase Pin1. Pin1 FP peptide displacement, HiFluor488, 10 min. AID 504891. Q13526. Potency, µM (highest dose often 115 µM), for inactives: at the top dose activity, negative = inhibition, most hits filed as inhibitors. 390,000 compounds, 0.009% hits; active = well fitted inhibition curve with a large enough effect in the polarisation, with a control signal flat, not every such curve was filed as active; inconclusive = small, poorly fitted or top-dose-only effect, or effect the other way, or a change in a side signal; inactive = no such curve, though single readings can be large or run the other way; the % refers to the polarisation; also: potency is read from the fitted curve at half-maximal effect; % is scaled to controls: 0 for no effect and ±100 for the full control effect
Target sequence (Q13526 whole entry, looked up): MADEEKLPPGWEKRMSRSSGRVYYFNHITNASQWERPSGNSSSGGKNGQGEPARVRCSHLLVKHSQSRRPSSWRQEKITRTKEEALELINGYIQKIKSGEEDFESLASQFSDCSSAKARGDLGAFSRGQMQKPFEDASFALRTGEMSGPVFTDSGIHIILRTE
JMJD2A Tudor inh – JMJD2A Tudor domain (human) inhibition | AID 504339 | Potency, µM (top dose mostly 114 µM), inactives show at the highest dose activity change, negative = inhibition, usual class: inhibitors | 390,000 compounds, 4.4% hits | O75164 | AlphaScreen JMJD2A-Tudor / H3K4me3 peptide binding; also: potency is read from the fitted curve at half-maximal effect; % is scaled to controls: 0 for no effect and ±100 for the full control effect; nearly all actives have a fitted effect of over 50% in size
BAZ2B block – inhibitors of human BAZ2B bromodomain; AlphaScreen BAZ2B-H3K14Ac peptide displacement; Potency, µM (series often up to 114 µM), without a hit: at the highest dose activity change, negative = inhibition, hits mostly inhibitors; 360,000 compounds, 4.4% hits; also: potency is read from the fitted curve at half-maximal effect; % is scaled to controls: 0 for no effect and ±100 for the full control effect; nearly all actives have a fitted effect of over 60% in size
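BAZ2B (50 nM) with biotin-H3(5-23)K14Ac peptide (50 nM) in PBS pH 7.4, 0.01% Tween-20, preformed 30 min, then compound 30 min at room temperature; top concentration 110uM. AlphaScreen streptavidin donor/nickel chelate acceptor beads (10 ug/mL final), 20 min dark, signal read.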
ERG Ets-DNA blk – ERG Ets/DNA interaction inhibition; 370,000 compounds, 0.028% hits; fluorescence polarization, His-ERG Ets domain / labelled DNA; P11308; AID 624246; Potency, µM (top dose mostly 76.9 µM), without a hit: at the highest dose FP activity, negative = inhibition, hits mostly inhibitors; active = well fitted inhibition curve with a large enough effect in the polarisation, with a control signal flat; inconclusive = small, poorly fitted or top-dose-only effect, or effect the other way, or a change in a side signal; inactive = no such curve, though single readings can be large or run the other way; the % refers to the polarisation;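 also: polarization taken with two DNA probes labelled with fluorescein and Texas red; potency is read from the fitted curve at half-maximal effect; % of control where 0% means no effect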
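His-tagged ERG Ets domain (1 uM in the protein solution; 300mM KCl, 50mM Tris-HCl, 1mM EDTA, 1mM DTT, pH 7.5) received compound, then a probe mix of 5 nM fluorescein-DNA and 100nM Texas-615-DNA. Fluorescence polarization was read for both dyes.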
Tb PGK inh – blocks T. brucei phosphoglycerate kinase. P07378. PGK/GAPDH coupled, Kinase-Glo luminescence, 60 min. Potency, µM (titrated, usually from 57.5 µM), for inactives: at the top dose activity change, negative = inhibition, actives largely listed as inhibitors. 380,000 compounds, 0.043% hits; also: potency is read from the fitted curve at half-maximal effect; % is scaled to controls: 0 for no effect and ±100 for the full control effect; nearly all actives have a fitted effect of over 60% in size
Target sequence (P07378 whole entry, looked up): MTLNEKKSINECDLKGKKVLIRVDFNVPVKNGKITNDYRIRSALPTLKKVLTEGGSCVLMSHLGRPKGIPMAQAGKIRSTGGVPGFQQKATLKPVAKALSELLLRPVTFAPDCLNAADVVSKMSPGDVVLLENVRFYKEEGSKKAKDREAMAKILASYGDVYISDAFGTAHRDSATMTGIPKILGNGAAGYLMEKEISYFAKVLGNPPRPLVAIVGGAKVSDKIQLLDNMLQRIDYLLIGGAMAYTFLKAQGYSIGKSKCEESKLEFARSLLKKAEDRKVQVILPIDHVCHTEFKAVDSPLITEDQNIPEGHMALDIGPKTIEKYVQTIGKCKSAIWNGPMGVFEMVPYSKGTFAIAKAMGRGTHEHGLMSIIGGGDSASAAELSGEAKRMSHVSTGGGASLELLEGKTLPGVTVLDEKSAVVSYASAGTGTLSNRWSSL
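Luminescent ATP detection (Kinase-Glo Plus) follows a 60-minute room-temperature incubation, with wells lacking PGK as controls. Buffer: 100 mM TEA (pH 7.6), 5 mM MgCl2, 0.01% Tween-20. Coupling enzyme GAPDH (100 nM final) supplies unstable 1,3-BPG in-well.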
GLS inh – glutaminase GLS (human) inhibition. 410,000 compounds, 0.21% hits. GLS enzymatic activity, qHTS titration. Potency, µM (top dose mostly 45.5 µM), for inactives: top-dose activity change, negative = inhibition, most hits filed as inhibitors. AID 624170. O94925; also: potency is read from the fitted curve at half-maximal effect; % is scaled to controls: 0 for no effect and ±100 for the full control effect
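Coupled fluorescence readout: glutamate oxidase/HRP/Amplex Red detect glutamate formed by hKGA from L-glutamine (1 mM solution added). Buffer 45 mM KH2PO4 pH 8.2, 0.02% Tween-20; reads at t0 and 30 min RT.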
HP1b binding inh – HP1-beta chromodomain-methylated histone interaction inhibition. P83916. Potency, µM (titrated, usually from 114 µM), inactives show at the highest dose activity change, negative = inhibition, usual class: inhibitors. AlphaScreen HP1-beta / biotin-H3K9me3 peptide binding. 390,000 compounds, 0.56% hits; also: potency is read from the fitted curve at half-maximal effect; nearly all actives have a fitted effect of over 70% in size; inactives centre near 23
Target sequence (P83916 whole entry, looked up): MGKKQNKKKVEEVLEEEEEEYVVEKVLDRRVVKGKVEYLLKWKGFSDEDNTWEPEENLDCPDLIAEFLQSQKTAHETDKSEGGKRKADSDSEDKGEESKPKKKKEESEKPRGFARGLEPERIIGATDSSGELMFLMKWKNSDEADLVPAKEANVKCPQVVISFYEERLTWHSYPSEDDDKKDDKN
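Compound inhibition of the preformed complex between 50 nM HP1-beta and 50 nM biotinylated H3K9me3 peptide was read by AlphaScreen. Buffer was PBS pH 7.4 with 0.01% Tween-20. Incubations ran 30 min at room temperature, with 10 ug/mL donor/acceptor beads.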
G9a block – blocks human histone lysine methyltransferase G9a. AID 504332. Potency, µM (doses to about 102 µM), without a hit: at the top dose activity, negative = inhibition, actives largely listed as inhibitors. G9a H3K9 monomethylation, AlphaScreen, 2 h. 350,000 compounds, 8.8% hits. Q96KQ7; also: potency is read from the fitted curve at half-maximal effect; % is scaled to controls: 0 for no effect and ±100 for the full control effect; nearly all actives have a fitted effect of over 75% in size
Target sequence (Q96KQ7 913-1193 limits assumed): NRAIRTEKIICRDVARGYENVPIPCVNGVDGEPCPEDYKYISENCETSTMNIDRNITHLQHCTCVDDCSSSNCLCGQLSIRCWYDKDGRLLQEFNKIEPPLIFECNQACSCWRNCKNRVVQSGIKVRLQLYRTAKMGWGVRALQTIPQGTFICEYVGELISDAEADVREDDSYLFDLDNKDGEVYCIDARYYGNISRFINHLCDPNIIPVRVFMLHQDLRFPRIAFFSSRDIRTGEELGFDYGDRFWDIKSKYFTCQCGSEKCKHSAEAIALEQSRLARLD
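G9a (20 nM) was preincubated 15 min with compound, then reacted 2 h at room temperature with 500 nM biotin-H3K9 peptide and 20 µM SAM. Monomethyl-H3K9 detected by AlphaScreen using anti-H3K9me1 antibody.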
* = called active by the depositor; i = inactive; u = inconclusive; x = not tested or not shown; & = joins results of further samples; [ ] = another dose, or the depositor's remark. Unless noted, calls follow the shape of the dose curve; as a rule, active = well fitted curve in the direction sought with a large enough effect; inconclusive = small, poorly fitted or top-dose-only effect, or another doubt; inactive = no such curve, though single readings can be large; an effect the other way counts as inactive or inconclusive.

SMILES	PI4K2A block	Pin1 inhibitor	JMJD2A Tudor inh	BAZ2B block	ERG Ets-DNA blk	Tb PGK inh	GLS inh	HP1b binding inh	G9a block
Cc1ccc(C)c(C(=O)CC2(O)C(=O)Nc3ccccc32)c1 (stereo not drawn)	3	4%	12%	4%	-5%	-2%	-1%	27%	-40%[59 µM]
COC(=O)c1c(C(=O)OC)c(-c2cccc(Cl)c2)n2c1CS(=O)C2 (stereo not drawn)	-7	-1%	-5%	-2%	-1%	0%	-2%	22%	-1%
COc1ccc(NC(=O)CSCc2ccc(C#N)cc2)c(OC)c1	0	-6%	1%	-21%	-4%	3%	3%	42%[activator]	43%[activator]
COc1ccc(-c2nc3cc(C)ccn3c2NC2CCCCC2)cc1SC1CCCCC1	0	u	u	x	0%	8%	-12%	3%	x
O=C(Nc1ccc(OCC(F)(F)C(F)F)c(C(F)(F)F)c1)c1ccc(Cl)cc1	7	u	-10%[11.4 µM]	x	-5%	-4%	-18%	-1%	x
Fc1ccc(C(c2nnnn2Cc2ccco2)N2CCN(C3CCCCC3)CC2)cc1 (stereo not drawn)	0	7%	-2%	0%	3%	-1%	2%	21%	-9%[12.7 µM]
O=C(Nc1ccc(Cl)cc1)NC1CCS(=O)(=O)C1 (stereo not drawn)	-1	-2%	-7%	-5%	7%	-2%	1%	33%	0%
CCN(CC(=O)Nc1ccc(NC(C)=O)cc1)C(=O)c1cccc2ccccc12	10	3%	14%	-7%	-9%	-3%	-6%	30%	9%[59 µM]
Nc1c(C(=O)Nc2ccccc2)c2nc3ccccc3nc2n1-c1ccc(O)cc1	1	0%	4%[11.4 µM]	-18%	4%	0%	0%	46%[activator]	26%
O=C(CSC1CC(=O)N(CCc2ccccc2)C1=O)Nc1ccc(Br)cc1 (stereo not drawn)	1	u	-1%	5%	-4%	-2%	1%	42%[activator]	x
COc1ccc(C(=O)Nc2cccc(/C(C)=N/NC(=O)c3ccc([N+](=O)[O-])cc3)c2)cc1OC	-2	0%	-10%	8%[57.1 µM]	-10%	-8%	13%	7%	23%
CCc1cccc(CC)c1C(O)c1cccnc1 (stereo not drawn)	5	1%	11%[57.1 µM]	2%	7%	i	-1%	39%	1%[59 µM]
CCOC(=O)C1=C(C)Nc2ccccc2N=C1NC(=O)Cc1ccc(OC)cc1	-2	5%	0%	-3%	-9%	3%	6%	18%	26%[59 µM]
O=C(O)c1ccc2c(c1)OCCOCCOCCOCCOCCO2	-2	5%	3%	-18%	2%	-8%	-3%	32%	-47%
C=CCNc1oc(-c2ccc(Cl)cc2)nc1C#N	2	u	u	x	x	-2%	3%	48%[activator]	x
Cc1nn(C(=O)c2cccnc2)c(C)c1C	-2	3%	-9%	7%	8%	-5%	u	25%	-12%[2.33 µM]
C/C(CC(=O)Nc1ccc(Cl)cc1Cl)=N\NC(=O)C(=O)NCCO	-2	1%	-13%	-16%	-4%	i	11%	21%	1%
Cc1c(Nc2cc(N3CCCC(C)C3)c3nonc3c2[N+](=O)[O-])c(=O)n(-c2ccccc2)n1C (stereo not drawn)	3	-1%	-10%	1%	13%	8%	0%	33%	x
O=C(CC12CC3CC(C1)CC(CC(=O)N1CCCC1)(C3)C2)N1CCCC1	-3	-1%	-23%	8%	-6%	13%	6%	42%[activator]	13%[59 µM]
CNC(=S)NNC(=O)c1ccc(=O)n(Cc2ccc(Cl)cc2Cl)c1	-2	0%	-25%	-31%	4%	-13%	0%	16%	-48%
CCCCn1c(SCC(=O)Nc2cc(NC(=O)c3ccco3)ccc2C)nc2ccccc2c1=O	2	41%[activator]	-27%	9%	0%	-7%	1%	10%	7%
CN(C)CCn1c(NC(=O)c2ccc(Cl)cc2)nc2ccccc21	-5	-10%	-25%	u	x	0%	3%	32%	-5%
Cc1cc(OCC(O)CN2C(C)CCCC2C)ccc1C(C)C (stereo not drawn)	-4	-5%	-10%	0%	3%	-1%	14%	1%	3%
Cc1ccccc1C(C(=O)NC1CCCCC1)N(C(=O)CNC(=O)c1ccco1)c1cccnc1 (stereo not drawn)	5	3%	-8%	-19%	-8%	-3%	-3%	36%	0%
Cn1cccc1Cc1nnc(SCC(=O)Nc2ccc(F)cc2)n1-c1ccc(F)cc1	-1	0%	u	u	-5%	5%	12%	-17%	45µM*
O=C(O)c1ccccc1C(=O)NNc1ccc(F)cc1	-8	2%	40µM*	-21%	1%	-9%	45%[activator]	-24%	u
O=C1CCCc2c1sc1nc3n(c(=O)c21)CCCCC3	2	4%	-12%	0%	4%	-8%	12%	60%[activator]	-33%
Cn1c(CNC(=O)c2cccs2)n[nH]c1=S	3	-3%	14µM*	8%	u	-8%	2%	15%	28µM*
CCC(=O)Oc1c(Sc2ccc(C)cc2)c(C)nn1-c1ccccc1	-21	0%	-13%	10%	-14%	-6%	4%	49%[activator]	10µM*
O=C(COc1ccc2ccc(=O)oc2c1)N1CCN(C(=O)C2COc3ccccc3O2)CC1 (stereo not drawn)	-1	-8%	-20%	-17%	2%	-8%	3%	22%	x

Next part; the last 2 above are carried over.
SMILES	PI4K2A block	Pin1 inhibitor	JMJD2A Tudor inh	BAZ2B block	ERG Ets-DNA blk	Tb PGK inh	GLS inh	HP1b binding inh	G9a block
CCC(=O)Oc1c(Sc2ccc(C)cc2)c(C)nn1-c1ccccc1	-21	0%	-13%	10%	-14%	-6%	4%	49%[activator]	10µM*
O=C(COc1ccc2ccc(=O)oc2c1)N1CCN(C(=O)C2COc3ccccc3O2)CC1 (stereo not drawn)	-1	-8%	-20%	-17%	2%	-8%	3%	22%	x
COc1cc2nc(N3CCN(C(=O)[C@@H]4CCCO4)CC3)nc(N)c2cc1OC	-1	1%	-6%	-23%	u	-5%	-3%&0%	12%	-3%&-29%[12.7 µM]
N#C/C(=C\c1cn(-c2ccccc2)nc1-c1cccnc1)c1nnc2n1CCCCC2	3	-1%	-10%	-3%	5%	-7%	-2%	15%	-4%
Cc1cccc(C)c1NC(=O)CCc1nnc2ccc(N3CCCC3)nn12	-1	-4%	-6%	-18%	-6%	-4%	-4%	33%[activator]	-20%
O=C(O)CCn1c(=S)oc2ccccc21	0	-9%	-4%	3%	x	x	2%	29%	-13%[59 µM]
CCN1CCN(CCc2nc3cc(NC(=O)COc4ccc(Cl)cc4)ccc3n2C)CC1	5	3%	-22%	-3%	-9%	0%	2%	19%	3%
O=C(Nc1cccc(NC(=O)c2cccs2)c1)c1ccco1	6	6%	-17%	1%	-8%	-6%	-10%	31%	13%[59 µM]
COc1cc2c(cc1OC)C(CC(=O)O)N(C(=O)CC1CCCC1)CC2 (stereo not drawn)	1	-2%	-4%	3%	2%	5%	-10%	29%	10%
Cc1ccccc1-c1nc(CS(=O)(=O)CC(=O)N(C)C2CCCCC2)c(C)o1	10	15%	-8%	-8%	4%	-9%	-7%	28%	u
CCOc1ccc(N(C)S(=O)(=O)c2ccc(-c3cc(C)no3)s2)cc1	-9	14%	1%	2%	8%	-2%	-2%	34%[57 µM]	93%[activator]
CC(C)(C)C(=O)N1CCC[C@@]1(CO)C(=O)O	-1	-1%	-3%[57.1 µM]	-37%	-6%	-5%	5%	29%	14µM*
CC(C)NC(=O)COCc1cc(-c2ccc3c(c2)OCO3)on1	6	-6%	-9%	12%	-13%	-9%	-2%	2%	3%
Cc1ccc(N(Cc2ccccc2)C(=O)c2cccc(S(=O)(=O)N3CCOCC3)c2)cc1	-1	4%	-13%	2%	-5%	-1%	1%	9%	-24%
CN(C(=O)COC(=O)COc1ccccc1F)C1CCS(=O)(=O)C1 (stereo not drawn)	4	-3%	-5%	8%	-1%	-4%	8%	24%	17%[59 µM]
CCCN1Cc2cccc(C(=O)NCc3ccccc3OC)c2C1=O	-2	4%	-2%[57.1 µM]	1%	-4%	2%	5%	46%[activator]	6%
CC(=O)Nc1ccc(-c2csc(Nc3cccc(C)n3)n2)cc1	-2	-5%	-11%	-13%	6%	6%	-11%	4%	-23%
O=C1c2ccccc2S(=O)(=O)c2cc(C(=O)N3CCN(c4c(Cl)cncc4Cl)CC3)ccc21	7	0%	-29%	x	-9%	-6%	-5%	9%	x
O=C1C(Cc2ccccc2O)NC(=S)N1c1ccccc1 (stereo not drawn)	1	1%	-3%	0%	-16%	-8%	-12%	36%	-1%[59 µM]
O=c1c(Cl)c(NCc2ccc(F)cc2Cl)cnn1C12CC3CC(CC(C3)C1)C2	-2	8%	-13%	11%	-1%	1%	0%	29%	10%[59 µM]
N=c1c2cn[nH]c2nc(SCC(=O)c2ccc(Br)cc2)n1-c1ccc(Br)cc1	-19	6%	-18%	-12%	-8%	5%	-4%	25%	15%
O=S(=O)(c1ccc(-c2csc(-c3cccnc3)n2)cc1)N1CCCCC1	-1	28%	-28%	10%	3%	-2%	-2%	7%	-17%[59 µM]
CCn1c(CSc2nc3ccccc3s2)nnc1SCC(=O)NCC(=O)OC	2	-2%	0%	0%	-2%	27%	u	25%	u
O=C(NCCCN1CCCC1=O)c1c(O)nc2ccccn2c1=O	-1	2%	11%	-16%	14%	-7%	2%	60%[activator]	-12%
CCCc1nn(C)c(C(=O)Nc2cccc(Cl)c2)c1Cl	0	u	16%	2%	10%	4%	0%	47%	15%[59 µM]
